Assay outcomes from PubChem BioAssay.
PI4K2A block: PI4K2A (human) kinase inhibition | purified PI4K2A, ADP-Glo luminescence, 1 h; stronger effect = lower value | activity change, negative = inhibition, % at 76.9 µM | 420,000 tested, 0.13% active | AID 1346378; in the data active means activity change below about -50%; inconclusive means mostly about -30% to -49%;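 further: -100% = wells without enzyme as full effect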
Target sequence (Q9BTU6 whole entry, looked up): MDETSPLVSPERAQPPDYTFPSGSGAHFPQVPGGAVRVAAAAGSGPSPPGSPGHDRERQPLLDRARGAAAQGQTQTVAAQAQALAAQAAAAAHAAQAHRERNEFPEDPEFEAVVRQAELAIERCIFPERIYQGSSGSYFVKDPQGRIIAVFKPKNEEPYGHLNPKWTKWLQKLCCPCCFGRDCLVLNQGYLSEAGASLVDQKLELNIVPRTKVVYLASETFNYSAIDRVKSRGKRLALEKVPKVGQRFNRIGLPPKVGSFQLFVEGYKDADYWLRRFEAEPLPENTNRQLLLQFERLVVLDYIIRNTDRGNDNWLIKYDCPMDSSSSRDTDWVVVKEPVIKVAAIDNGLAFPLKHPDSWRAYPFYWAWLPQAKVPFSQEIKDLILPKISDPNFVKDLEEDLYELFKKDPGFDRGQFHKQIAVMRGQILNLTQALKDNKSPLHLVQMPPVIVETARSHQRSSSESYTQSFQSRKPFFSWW
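ADP-Glo luminescence measured ADP generated by PI4K2A enzyme (4 ug/mL before mixing) with 1.2 mM PI substrate (pre-mix) and 300 microM ATP (pre-mix). Tris pH7.5 buffer with MgCl2, Triton X-100; 1 h reaction at ambient temperature.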
mIDH1 inhibitor: inhibitors of human mutant IDH1 R132H; O75874; AID 602179; IDH1-R132H enzyme, NADPH consumption, diaphorase/resazurin fluorescence; 390,000 tested, 0.093% active; Potency, µM (series often up to 76.6 µM), for inactives: top-dose activity change, negative = inhibition, most hits filed as inhibitors; further: potency means the concentration at half of the fitted maximal effect; on the % scale 0 is the no-effect control and ±100 the full control effect; nearly all actives have a fitted effect of over 65% in size
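IDH1-R132H (0.5 ug/mL) preincubated 30 min with compound, then NADPH (0.016 mM) and alpha-KG (2 mM) added; 80 min at RT, pH 7.5. Remaining NADPH coupled via diaphorase/resazurin to fluorescence (540/590 nm); concentration-response curves normalized to no-enzyme control.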
Tb PGK inh: blocks T. brucei phosphoglycerate kinase | PGK/GAPDH coupled, Kinase-Glo luminescence, 60 min | Potency, µM (series often up to 57.5 µM), without a hit: at the top dose activity change, negative = inhibition, usual class: inhibitors | 380,000 tested, 0.043% active; further: potency means the concentration at half of the fitted maximal effect; on the % scale 0 is the no-effect control and ±100 the full control effect; nearly all actives have a fitted effect of over 60% in size
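Recombinant glycosomal PGK reaction used 1,3-bisphosphoglycerate generated in-well by GAPDH (100nM final) in 100mM TEA pH 7.6, 5mM MgCl2, 0.01% Tween-20. After 60 minutes at room temperature, ATP was read by Kinase-Glo Plus luminescence end-point.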
Pin1 inh: human Pin1 inhibition. 390,000 tested, 0.009% active. Potency, µM (top dose mostly 115 µM), for inactives: at the top dose activity, negative = inhibition, actives largely listed as inhibitors. Q13526. Pin1 FP peptide displacement, HiFluor488, 10 min; active means well fitted inhibition curve with a large enough effect in the polarisation, with a control signal flat, not every such curve was filed as active; inconclusive means small, poorly fitted or top-dose-only effect, or effect the other way, or a change in a side signal; inactive means no such curve, though single readings can be large or run the other way; the % refers to the polarisation; further: potency means the concentration at half of the fitted maximal effect; on the % scale 0 is the no-effect control and ±100 the full control effect
USP1 inh: blocks the human USP1/UAF1 deubiquitinase complex | Potency, µM (doses to about 57.1 µM), for inactives: at the top dose activity change, negative = inhibition, hits mostly inhibitors | 390,000 tested, 0.23% active | recombinant USP1/UAF1, Ub-Rhodamine cleavage fluorescence | O94782 | AID 743255; further: potency means the concentration at half of the fitted maximal effect; on the % scale 0 is the no-effect control and ±100 the full control effect; nearly all actives have a fitted effect of over 60% in size; inactives centre near -12
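High-throughput fluorogenic screen: 1nM USP1/UAF1 complex, Ub-Rho substrate 150nM final, 50mM HEPES pH 7.8 with 0.5mM EDTA, 0.1 mg/ml BSA, 1mM TCEP and 0.01% Tween-20.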
TrxR1 substrate: is turned over as a substrate by rat TrxR1 | 390,000 tested, 0.01% active | purified TrxR1 substrate turnover, NADPH consumption readout | Potency, µM (highest dose often 114 µM), for inactives: at the highest dose activity change, negative = substrate turnover | AID 588456; further: potency means the concentration at half of the fitted maximal effect; on the % scale 0 is the no-effect control and ±100 the full control effect; nearly all actives have a fitted effect of over 50% in size
Target sequence (O89049 whole entry, looked up): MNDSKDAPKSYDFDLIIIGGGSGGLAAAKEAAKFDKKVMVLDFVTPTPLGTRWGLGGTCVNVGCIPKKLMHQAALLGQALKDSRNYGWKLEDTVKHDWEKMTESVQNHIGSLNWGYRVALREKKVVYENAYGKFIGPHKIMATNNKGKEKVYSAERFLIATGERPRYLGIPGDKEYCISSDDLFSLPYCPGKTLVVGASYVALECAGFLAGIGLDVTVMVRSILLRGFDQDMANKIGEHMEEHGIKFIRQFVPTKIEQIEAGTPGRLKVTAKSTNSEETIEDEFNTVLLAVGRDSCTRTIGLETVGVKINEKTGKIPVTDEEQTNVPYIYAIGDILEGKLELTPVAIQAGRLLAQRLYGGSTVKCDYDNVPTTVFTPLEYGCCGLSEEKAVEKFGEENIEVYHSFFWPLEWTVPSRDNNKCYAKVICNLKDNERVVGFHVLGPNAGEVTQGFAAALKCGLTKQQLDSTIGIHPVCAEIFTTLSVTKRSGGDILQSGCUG
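Rat TrxR1, dispensed at 90 nM, was prereduced with 400 uM NADPH (final) for 5 min at ~22 deg C, then incubated with compound 15 min before 400 uM selenite. A first-read NADPH fluorescence drop versus no-compound background flagged substrates.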
HP1b chromo inh: inhibitors of HP1-beta chromodomain binding to methylated histone tails; P83916; AlphaScreen HP1-beta / biotin-H3K9me3 peptide binding; Potency, µM (doses to about 114 µM), inactives show at the highest dose activity change, negative = inhibition, most hits filed as inhibitors; 390,000 tested, 0.56% active; AID 540317; further: potency means the concentration at half of the fitted maximal effect; nearly all actives have a fitted effect of over 70% in size; inactives centre near 23
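Compound inhibition of the preformed complex between 50 nM HP1-beta and 50 nM biotinylated H3K9me3 peptide was read by AlphaScreen. Buffer was PBS pH 7.4 with 0.01% Tween-20. Incubations ran 30 min at room temperature, with 10 ug/mL donor/acceptor beads.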
GLS inh: blocks human kidney-isoform glutaminase activity | GLS enzymatic activity, qHTS titration | Potency, µM (doses to about 45.5 µM), without a hit: at the top dose activity change, negative = inhibition, hits mostly inhibitors | 410,000 tested, 0.21% active | O94925; further: potency means the concentration at half of the fitted maximal effect; on the % scale 0 is the no-effect control and ±100 the full control effect
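Read-out is an Amplex red fluorescence increase coupled through glutamate oxidase and HRP, measured before and after 30 min room-temperature incubation. hKGA is in 45 mM KH2PO4 (pH 8.2) with 0.02% Tween-20; glutamine added as 1mM solution.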
rTrxR1 inhibitor: blocks rat thioredoxin reductase 1; 390,000 tested, 1% active; recombinant rTrxR1, NADPH fluorescence consumption, selenite substrate; O89049; Potency, µM (top dose mostly 114 µM), inactives show top-dose activity change, negative = inhibition, actives largely listed as inhibitors; further: potency means the concentration at half of the fitted maximal effect; on the % scale 0 is the no-effect control and ±100 the full control effect; nearly all actives have a fitted effect of over 65% in size
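Rat TrxR1 (90 nM in the dispensed reagent) was pre-reduced with 400 uM NADPH for 5 min at room temperature, then incubated with compound for 15 min. After 400 uM selenite was added, NADPH fluorescence (Ex 340/Em 450 nm) was followed for 8 min.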
* marks the source's active call; other numbers are inactive results; i = inactive; u = inconclusive; x = no result given; & = joins results of further samples; [ ] = remark or other dose. Unless noted, the call rests on the fitted dose curve; in most records, active means well fitted curve in the direction sought with a large enough effect; inconclusive means small, poorly fitted or top-dose-only effect, or another doubt; inactive means no such curve, though single readings can be large; an effect the other way counts as inactive or inconclusive.

Structure | Tb PGK inh | PI4K2A block | GLS inh | mIDH1 inhibitor | HP1b chromo inh | TrxR1 substrate | rTrxR1 inhibitor | Pin1 inh | USP1 inh
Cc1ccccc1-n1nc2c(c1NC(=O)CCCl)CSC2 | 6% | -2 | 3% | -10% | 22% | -2% | 0% | -13% | -2%
Cc1ccc(-n2ncc3c2CC(C)(C)CC3NC(=O)C2CCOCC2)cc1 (configuration not stated) | 2% | 2 | -13% | 8% | 35% | 0% | 1% | -1% | 3%
COc1ccc2c(CNCc3ccco3)c(C(=O)O)n(Cc3ccccc3)c2c1 | 11% | 3 | 8% | 26% | 23% | -16% | u | 4% | -9%
COc1cc2c(cc1OC)C(COc1ccccc1OC)N(C(=O)C(C)(C)C)CC2 (configuration not stated) | -1% | 1 | 2% | 5% | 17% | 0% | 11% | 7% | -25%
O=S(=O)(N1CCN(c2nc(-c3cccs3)nc3ccccc23)CC1)C(F)(F)F | x | x | x | x | 38%[activator] | -2% | 20% | 5% | x
Cc1ccccc1NC(=O)/C(=C/c1ccco1)c1ccccc1 | -2% | 0 | -6% | 4% | 8% | 8%[57.1 µM] | 13%[57.1 µM] | 3% | -24%
CCCc1nn2c(=O)c(C(c3cccc(Cl)c3)c3c(O)nc4sc(CCC)nn4c3=O)c(O)nc2s1 | -4% | -6 | 19% | 1% | 27% | 3% | -18% | 5% | -15%
Cc1cc(C)c(NC(=O)COC(=O)COc2ccc3c(C)cc(=O)oc3c2)c(Cl)c1 | -6% | 5 | -7% | 2% | 27% | 13% | 4% | 31%[activator] | -21%
Nc1c(C(=O)OCC(=O)Nc2ccccc2Br)[nH]c(=O)[nH]c1=O | -7% | 1 | 41%[activator] | 2% | 11% | 15%[57.1 µM] | -2%[11.4 µM] | -5% | -18%
CCOc1ccccc1N1CCN(C(=O)c2ccncc2)CC1 | 4% | -1 | -26% | 3% | 18% | 14% | 2% | 4% | -9%
O=C(CSc1nc2ccccc2[nH]1)NCC1CCCO1 (configuration not stated) | 16% | -14 | 10% | 5% | 18% | 7%[57.1 µM] | 4%[57.1 µM] | -1% | u
O=[N+]([O-])c1ccc(-n2cc(-c3ccccc3)nn2)cc1 | i | -5 | 0% | 0% | 23% | -2% | -6% | 1% | -22%
COc1ccc(S(=O)(=O)NC2(C(F)(F)F)NC(=O)N(CCc3ccccc3)C2=O)cc1 (configuration not stated) | -7%&-8% | 0&1 | 2%&-10% | 1%&-2% | 35%&53% | -13%&1% | 13%[57.1 µM] | -1%&37% | -3%&-14%
CC(NC(=O)c1ccc2c(c1)OCCO2)c1ccc(S(N)(=O)=O)cc1 (configuration not stated) | 2% | 5 | 0% | -1% | 34% | -5%[57.1 µM] | -4%[57.1 µM] | -1% | -7%
Cc1cc2c(cc1S(=O)(=O)N1CCc3ccccc31)NC(=O)CO2 | 10% | -14 | -7% | 6% | 24% | -6% | -3% | u | -4%
COc1ccc(-n2nc(C(=O)NCc3ccco3)c3c4ccccc4n(C)c3c2=O)cc1Cl | -1% | 9 | -1% | 2% | 26% | 25% | 6% | 13% | -11%
CCOc1cc2[nH]c(=S)n(CCCCC(=O)NCc3ccco3)c(=O)c2cc1OCC | -5% | -3 | 2% | -6% | 12% | -4% | 5% | 3% | -13%
c1cncc(COC2CCCN(Cc3nc(-c4cccs4)no3)C2)c1 (configuration not stated) | 2% | 2 | 0% | 1% | 25% | -1% | 15% | 3% | -2%
Cc1nccn1CCC(=O)NC1CC(C)(C)Cc2c1cnn2-c1ccccc1 (configuration not stated) | 7% | 7 | -2% | -8% | x | x | x | x | -22%
CCc1ccc(NC(=O)Cn2nnc(C(=O)NCCc3ccccc3)c2N)cc1 | -6% | -6 | 4% | 5% | 32% | -1% | 16% | 2% | -25%
CCn1c(SCC(=O)NCc2ccco2)nnc1-c1ccc(N)cc1 | -6% | -2 | -17% | -1% | 39% | -8% | 9%[57.1 µM] | -6% | 4%
O=C(Nc1ccc(-c2nc3ncccc3o2)cc1)c1ccc(Br)o1 | -8% | -24 | 3% | -1% | 18% | 48%[activator] | -23% | 78%[activator] | -16%
COc1ccc2cc(-c3[nH]ncc3CN3CCCCO3)ccc2c1 | 8% | 5 | 4% | 7% | 17% | 5%[57.1 µM] | 13%[57.1 µM] | 5% | -23%
COc1ccc(C2=Nn3c(nnc3C3CCCCC3)SC2)cc1OC | -1% | -8 | 0% | -1% | 4% | -4% | 3% | u | -19%
CCc1ccccc1NC(=O)C1CC(c2ccc(OC)cc2)=NO1 (configuration not stated) | -4% | -4 | -6% | 8% | 29% | 3% | 23% | 2% | -22%
O=C(Nc1cccc(-c2ccc(N3CCOCC3)nn2)c1)c1ccc(F)cc1F | -2% | 0 | -4% | -1% | 46%[activator] | -6%[57.1 µM] | 11%[57.1 µM] | 2% | u
CCN(Cc1ccccc1)C(=O)c1[nH]c2ccc(OC)cc2c1C | 9% | 6 | 13% | -5% | 23% | -1% | 3% | 6% | -15%
c1ccc(-c2cccc(-c3ccccn3)n2)nc1 | -4% | -9 | 6% | 0% | 31% | 2% | -32% | -9% | -8%
O=C(c1ccc(F)cc1)N1CCC(N2CCOCC2)CC1 | -5% | 7 | -3% | 9% | -54% | -4% | -7% | 0% | -11%
COc1cc(NC(N)=S)c(OC)cc1Cl | 9% | 3 | 19% | 2% | 12% | 5% | -1% | -3% | -15%
Cc1cc(CN2CCC(n3nccc3NC(=O)c3ccccc3C)CC2)n[nH]1 | 6% | 0 | 0% | -4% | 38% | 0% | 5% | 0% | -8%
O=C(NC1CCCC1)c1nc2c(nnn2Cc2ccccc2Cl)c(=O)[nH]1 | 0% | 12 | -2% | 3% | 31% | 4% | -9% | -1% | 5%
Cc1ccc2oc(=O)c3cc(C(=O)NCCCN4CCc5ccccc5C4)sc3c2c1 | -6% | 1 | -13% | 0% | 38% | 11% | -2% | 29% | u
CCN(CC)S(=O)(=O)c1ccc(NC(=O)COC(=O)CN2C(=O)c3ccccc3C2=O)cc1 | 4% | -5 | -1% | -1% | 3% | -2% | 7% | -5% | -25%
CCC(C(=O)Nc1ccc(C(=O)N2CCCC2)cc1)c1ccccc1 (configuration not stated) | i | -2 | 3% | 2% | 37% | -7%[57.1 µM] | 13%[57.1 µM] | -7% | -6%
CCN(C(=O)c1cc(S(=O)(=O)N2CCCC2)cn1C)c1ccc(OC)cc1 | i | 1 | -8% | 0% | 10% | 6%[11.4 µM] | 37%[activator] | 4% | u
O=C(O)CSCC(=O)Nc1ccc(Cl)cc1C(F)(F)F | 0% | 1 | 1% | -2% | 47%[activator] | -11% | -21% | -1% | -7%
COc1ccc(S(=O)(=O)N(CC(C)C)CC(C)C)c2cccnc12 | -4% | 0 | -8% | -2% | 16% | 3% | 11% | -1% | -20%
CC(=O)Nc1ccc(SCC(CC(C)C)N2CCN(CC(C)C)CCC2=O)cc1 (configuration not stated) | x | x | x | x | 27% | 0% | 25% | 0% | x
Cc1cccnc1Nc1nc(-c2ccc(O)c(O)c2)cs1 | -6% | -10 | u | -7% | u | 3% | 6% | 0% | u
O=C(Nc1ccc2c(c1)OCO2)C1CC(=O)N(c2ccc3c(c2)OCCO3)C1 (configuration not stated) | 4% | 1 | -8% | -1% | 28% | 6% | 16%[57.1 µM] | 2% | -15%
CCn1c(C(=O)NCCc2ccc(OC)c(OC)c2)cc2sc(Cl)cc21 | 2% | -4 | -2% | 0% | -7% | -8% | -8% | -2% | -19%
Clc1ccc(C(c2nnnn2C2CCCC2)N2CCSCC2)cc1 (configuration not stated) | 3%[11.5 µM] | -1 | -1% | 3% | 26% | -5% | -2% | -7% | -5%
Cc1ccc(NC(=O)c2cc(-c3ccccc3)n[nH]2)cc1 | -2% | 7 | -5% | 0% | 36% | 2% | 22% | 3% | -21%
Cc1ccc(-n2nc(CO)c(C(=O)NCc3ccccn3)n2)cc1 | -6% | -4 | 3% | -6% | 38% | 77%[activator] | 18% | -2% | -4%
CCN(CC(=O)NCc1cccs1)C(=O)c1cccc(Cl)c1 | 0% | 0 | 1% | -10% | 17% | -4% | 11% | -3% | 4%
COc1ccc(C)cc1S(=O)(=O)N(CC(=O)Nc1cc([N+](=O)[O-])ccc1C)c1ccc(C)c(C)c1 | 6% | -1 | 16% | -1% | 9% | -10% | -5% | 0% | -4%
O=C(CCCn1c(SCC(=O)c2ccc(O)c(O)c2)nc2ccccc2c1=O)NCC1CCCO1 (configuration not stated) | -20% | -4 | 6% | 10% | -11% | -2% | -7% | u | 3%
O=C(Nc1ccccc1C(=O)O)c1ccc(NC(=O)C2CCCO2)cc1 (configuration not stated) | -5% | 1 | 7% | 3% | 11% | -10% | -3% | -3% | -1%

An excerpt. The share of hits here may be higher or lower than overall.
